High-throughput results deposited in PubChem BioAssay by several laboratories.
Spn PMK inh: blocks S. pneumoniae phosphomevalonate kinase; purified PMK, PK/LDH-coupled NADH absorbance 340 nm; inhibition, % at 10 µM; hit rate 0.49% among 65,000; AID 539;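 active = top-ranked compounds by inhibition in the single 10 µM screen, taking a fixed number of the strongest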;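 note: 0% = full reaction with DMSO carrier and 100% = background rate without enzyme reaction; no value below 0 was filed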
LYP phosphatase: inhibition of human PTPN22 tyrosine phosphatase – biochemical, DiFMUP fluorescence, recombinant catalytic domain, 10 µM, primary screen (AID 606); recombinant LYP catalytic domain, DiFMUP fluorescence; higher % means a stronger effect; inhibition, % at 10 µM; hits with a dose series show IC50 in µM; 52,000 tested, under 10 active;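 active = IC50 under 40 µM in the dose-response test; inactive = IC50 of 40 µM or more, or never dose-tested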
KRASV12 cytotoxicity: cytotoxicity in KRAS-transformed pancreatic duct cells, primary screen, cell-based, fluorescence, HTS (AID 431). HPDE-C7K KRASV12 cells, Alamar Blue viability, 48 h; higher % means a stronger effect. cytotoxicity, % at 10 µM, or EC50 in µM where a hit was titrated. hit rate 1.7% among 63,000;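 active = compounds whose percent cytotoxicity in the single-dose primary screen, scaled between solvent and toxic-drug controls, exceeds 50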;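 note: 0% = DMSO solvent wells and 100% = doxorubicin-treated wells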
HT1080 cytotoxicity: HT1080 cell viability loss – fluorescence readout (AID 620). HT1080 viability, fluorescence; higher % means a stronger effect. one-dose cytotoxicity, % at 10 µM; EC50 in µM for titrated hits. hit rate 0.42% among 87,000;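 note: cells exposed to compound overnight then 4 h with Alamar Blue; 0% = vehicle DMSO and 100% = killing control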
Spn MK inh: blocks S. pneumoniae mevalonate kinase. purified MK, PK/LDH-coupled NADH absorbance 340 nm. AID 555. inhibition, % at 10 µM. hit rate 0.48% among 65,000;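 active = ranked among the strongest by inhibition in the single 10 µM screen, a fixed top-ranked set picked for dose follow-up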; note: no value below 0 was filed
Bfl-1 inhibitors: displacement of Bid BH3 peptide from Bfl-1 – biochemical, fluorescence polarization, FITC-Bid, mouse, primary screen (AID 432). hit rate 0.02% among 64,000. displacement, % at 20 µM, or IC50 in µM where a hit was titrated. FITC-Bid BH3 peptide fluorescence polarization displacement; higher % means a stronger effect; in the data active = a potency from the dose series; inactive = the rest, 99 in 100 with displacement below about 15%; note: strong numbers were not always called active
TNAP inhibition: human TNAP enzyme inhibitors, biochemical, luminescent (AID 518); purified TNAP enzyme, luminescent substrate readout; higher % means a stronger effect; inhibition, % at 20 µM, or IC50 in µM where a hit was titrated; hit rate 0.09% among 64,000; in the data active = a potency from the dose series; inactive = the rest, 99 in 100 with inhibition below about 22%;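 note: plate controls were vehicle for no effect and reference inhibitor for full effect; many of its hits are not listed in these tables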
HPDE-C7 viability: HPDE-C7 pancreatic duct cell viability loss – fluorescence, HTS (AID 430); cytotoxicity, % at 10 µM, or EC50 in µM where a hit was titrated; HPDE-C7 pancreatic duct cells viability, fluorescence; higher % means a stronger effect; hit rate 1.8% among 63,000;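 note: cells exposed to compound for 48 hours before viability readout; 0% = vehicle and 100% = reference cytotoxic drug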
DPM-DC inhibit: blocks S. pneumoniae diphosphomevalonate decarboxylase. purified DPM-DC, PK/LDH coupled NADH fluorescence. calls only at 10 µM. hit rate 0.49% among 65,000. AID 556;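 active = the 320 compounds with the highest percent inhibition in the single-dose primary screen, excluding strongly autofluorescent ones, cut at about 32% in these data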;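 note: kinetic rate of NADH fluorescence loss reporting ADP formed by the decarboxylase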
Spn PMK inh pilot replicates: also measured in Spn PMK inh; calls as there; inhibition, %; measured here: pilot screen replicates
Spn MK inh pilot replicates: recorded beside Spn MK inh, whose call it bears; inhibition, %; measured here: pilot screen replicates
DPM-DC inhibit pilot screen %: further read-out of DPM-DC inhibit, marked with its call; inhibition, %; measured here: pilot screen trials
Numbers without * were called inactive; i = inactive; . = no result given. Cut-off read from the data, not from the text of the source, unless noted: active = cytotoxicity above about 50%; inactive = the rest.

SMILES	Spn PMK inh	LYP phosphatase	KRASV12 cytotoxicity	HT1080 cytotoxicity	Spn MK inh	Bfl-1 inhibitors	TNAP inhibition	HPDE-C7 viability	DPM-DC inhibit	others
CCCn1c(C)cc(C(=O)COC(=O)c2ccc(Cl)c(S(=O)(=O)N3CCCC3)c2)c1C	0	-3%	-7%	-2%	8	-2%	7%	1%	i
COc1ccc2cc(CN(CCCN3CCOCC3)Cc3nnnn3C3CCCCC3)c(=O)[nH]c2c1	1	-9%	-17%	13%	6	-12%	3%	-7%	i
COC(=O)c1cn(C)c2ccc(S(=O)(=O)N3CCCCC3)cc2c1=O	16	18%	6%	-6%	0	-2%	8%	3%	i
CSc1nc2c(c(=O)n1-c1ccc(C)cc1)SCC2	0	-4%	-2%	4%	11	-14%	7%	-11%	i
C=CCSc1nc2c(cc1C#N)CCC2	7	-3%	-3%	-5%	6	-9%	7%	-6%	i
Cc1cccc2cc(CN(Cc3nnnn3Cc3ccccc3)C3CCCC3)c(=O)[nH]c12	17	2%	6%	-7%	10	0%	10%	1%	i	Spn PMK inh pilot replicates=2.0;Spn MK inh pilot replicates=5.0;DPM-DC inhibit pilot screen %=0.0
CCn1c(COc2cccc(C)c2)nnc1SCC(=O)Nc1cccc(C(=O)OC)c1	7	8%	-15%	-4%	12	3%	11%	-18%	i
COc1ccccc1-c1cc(C(F)(F)F)nc(S(=O)(=O)CCCC(=O)NC(C)C)n1	17	-3%	-4%	-7%	7	9%	2%	28%	i
Nc1c2c(nc3ccccc13)N(c1ccccc1)CC2	0	2%	-9%	11%	42*	4%	12%	-8%	.
CCN1CCCC1CNC(=O)Cn1cnc2sc(C)c(S(=O)(=O)N3CCC(C)CC3)c2c1=O (stereo unspecified)	16	4%	8%	7%	12	8%	5%	-1%	i
Cn1c(=O)cc(SCC(=O)NCC2COc3ccccc3O2)c2ccccc21 (stereo unspecified)	4	10%	.	1%	3	-1%	6%	.	i
CC(O)c1cccc(NC(=O)CCC(=O)O)c1 (stereo unspecified)	20	4%	-15%	-2%	9	-2%	-2%	-13%	i
Cc1noc(C)c1CSc1nc2ccccc2c(=O)n1-c1ccc(F)cc1F	13	4%	48%	27%	6	-1%	2%	50%	i
COc1ccc(CN(CC(=O)NCc2ccco2)C(=O)CCC(=O)Nc2nccs2)cc1	9	0%	-11%	7%	0	-2%	16%	-30%	i	Spn PMK inh pilot replicates=2.0;Spn MK inh pilot replicates=0.0;DPM-DC inhibit pilot screen %=0.0
Cc1ccc(NS(=O)(=O)c2ccc(OCC(=O)NCc3ccco3)cc2)cc1	11	14%	8%	3%	7	-11%	19%	7%	i
Cc1cc(=O)oc2c1c(C)nn2-c1nn[nH]n1	7	12%	-5%	-4%	8	2%	11%	-2%	i
COc1ccc(OC)c(NC(=O)C2CCCCC2C(=O)O)c1 (stereo unspecified)	6	12%	10%	-4%	4	4%	1%	3%	i
COc1cccc(-c2nnc(NC(=O)c3cccc(F)c3)o2)c1	11	-6%	45%	-7%	0	1%	11%	62%*	i
CCOc1ccc(OCC)c(NC(=O)C2CCCN(c3nc(C)cc(C)n3)C2)c1 (stereo unspecified)	8	1%	-4%	-13%	1	2%	6%	-8%	i
Cc1ccc(S(=O)(=O)CCC(=O)OCC(=O)N2CC(=O)Nc3ccccc32)cc1	17	12%	2%	0%	0	-8%	5%	1%	i
C=CCNc1nc2c(c(=O)[nH]c(=O)n2C)n1Cc1cccc(C)c1	4	4%	8%	2%	0	2%	4%	0%	i
COc1nc(NC23CC4CC(CC(C4)C2)C3)nc(OC)n1	0	6%	-7%	.	7	-6%	0%	-8%	i
CSCCC(CO)NC(=O)OCc1ccccc1 (stereo unspecified)	22	0%	1%	0%	9	3%	14%	2%	i
N#CCCn1cc(C(CC(=O)c2ccc(Br)cc2)C(=O)O)c2ccccc21 (stereo unspecified)	0	-2%	4%	-6%	0	1%	3%	-21%	i
CCN(CC)C(=O)CN(C#N)c1nc(NC(C)C)nc(NC(C)C)n1	7	17%	-13%	-2%	0	-9%	12%	-8%	i

The last two records of the section above open the next one:
SMILES	Spn PMK inh	LYP phosphatase	KRASV12 cytotoxicity	HT1080 cytotoxicity	Spn MK inh	Bfl-1 inhibitors	TNAP inhibition	HPDE-C7 viability	DPM-DC inhibit	others
N#CCCn1cc(C(CC(=O)c2ccc(Br)cc2)C(=O)O)c2ccccc21 (stereo unspecified)	0	-2%	4%	-6%	0	1%	3%	-21%	i
CCN(CC)C(=O)CN(C#N)c1nc(NC(C)C)nc(NC(C)C)n1	7	17%	-13%	-2%	0	-9%	12%	-8%	i
CC1(C)CC(=O)c2cc(OCC(=O)O)ccc2O1	14	6%	9%	-4%	0	-2%	8%	-2%	.
CCOC(=O)COc1cccc2c(=O)n(CC(=O)NCc3ccc4c(c3)OCO4)ccc12	11	4%	39%	13%	9	-7%	12%	61%*	i
COc1cc(C(=O)Nc2ccc3c(c2)OCCO3)ccc1-n1cnnn1	0	6%	-3%	20%	7	-1%	7%	3%	i
COc1ccc(NC(=O)C(C)Oc2ccc(/C(C)=N\O)cc2)cc1 (stereo unspecified)	5	0%	-1%	0%	2	-3%	8%	1%	i	Spn PMK inh pilot replicates=2.5;Spn MK inh pilot replicates=0.0;DPM-DC inhibit pilot screen %=0.5
CCN1CCN(c2ncnc3c2oc2nc(C(C)C)c4c(c23)CCC4)CC1	14	5%	-9%	2%	6	-9%	-5%	16%	i
CCOC(=O)c1c(C)[nH]c(C(=O)Nc2ccc3c(c2)OCO3)c1C	7	.	1%	-2%	1	7%	6%	0%	i
Cc1ccc2c(CC(=O)NCC3COc4ccccc4O3)coc2c1 (stereo unspecified)	0	14%	-10%	5%	12	3%	14%	-11%	i
S=c1[nH]nc(COc2ccc3c(c2)OCO3)n1-c1ccccc1	9	9%	.	2%	13	24%	11%	.	i
O=C(CSc1nc2ccccc2o1)Nc1ccccc1N1CCCCCC1	12	.	-5%	17%	4	1%	8%	8%	i
O=C(NCc1ccco1)Nc1cccs1	14	4%	-10%	0%	1	-5%	5%	2%	i
CCOCCCNC(=O)CSc1ccccc1	9	13%	-14%	-2%	11	8%	15%	-14%	i
CCCCc1c(O)nc(SCC(=O)NCC2CCCO2)[nH]c1=O (stereo unspecified)	13	.	-36%	0%	9	2%	8%	-23%	i
COc1ccc(C2CC(c3ccc(Br)cc3)Nc3nc(N)nn32)cc1 (stereo unspecified)	4	4%	-8%	-4%	12	-3%	6%	3%	i
O=C(NCc1cn2ccsc2n1)c1c(F)cccc1Cl	12	.	-22%	2%	0	-8%	0%	-16%	i
CC(C)CC(=O)Nc1cccc(-c2cn3ccsc3n2)c1	11	4%	12%	2%	6	-6%	1%	3%	i
C=CCn1cnc2c(c1=O)c1nc3ccccc3nc1n2-c1ccc(C)cc1	14	8%	13%	16%	0	-1%	16%	0%	i	Spn PMK inh pilot replicates=0.0;Spn MK inh pilot replicates=0.5;DPM-DC inhibit pilot screen %=2.0
COc1ccc(C(=O)Nc2nnc(-c3ccccc3)o2)cc1OC	13	.	-1%	2%	0	-2%	9%	-10%	i
COCCN(CCOC)C(=O)CCn1c(=O)oc2ccccc21	22	6%	-4%	-5%	9	0%	8%	0%	i	Spn PMK inh pilot replicates=0.0;Spn MK inh pilot replicates=0.0;DPM-DC inhibit pilot screen %=0.0
CC(Sc1nnc(-c2ccc(Cl)cc2)n1C)C(N)=O (stereo unspecified)	17	.	-6%	2%	0	-9%	10%	7%	i
N#Cc1nc(Cc2cccc3ccccc23)oc1N1CCC(C(N)=O)CC1	8	8%	.	-5%	4	2%	6%	.	i
COc1ccc(OC)c(S(=O)(=O)N2CCCc3ccccc32)c1	0	2%	14%	-1%	0	-1%	7%	2%	i
C=CCn1c(SCC(=O)NCC(=O)OCC)nnc1-c1ccccn1	4	.	-1%	-8%	10	-8%	4%	0%	i
O=C(COc1ccc(Cl)cc1)N1CCN(c2ncccn2)CC1	24	-23%	1%	3%	3	1%	3%	-9%	i
Cc1ccc(-c2nc3cc(N)ccc3o2)c(C)c1	0	13%	4%	.	6	-7%	9%	-5%	.
Cc1c(C(=O)NCCc2ccccc2)oc2ccc(S(=O)(=O)N3CCC4(CC3)OCCO4)cc12	0	.	-6%	.	10	-1%	11%	-10%	i

Continuation.
SMILES	Spn PMK inh	LYP phosphatase	KRASV12 cytotoxicity	HT1080 cytotoxicity	Spn MK inh	Bfl-1 inhibitors	TNAP inhibition	HPDE-C7 viability	DPM-DC inhibit	others
O=C(O)c1ccc(OCc2occc2C(=O)O)cc1	6	-1%	0%	2%	6	-2%	6%	-3%	i
Cc1ccccc1Nc1nn2c(=O)c3ccccc3nc2s1	14	.	10%	3%	1	-2%	19%	-4%	i
CN(Cc1cccs1)S(=O)(=O)c1cccs1	14	7%	7%	9%	8	-5%	8%	6%	i
NC(=O)C1CCN(C(=O)CSc2nc3c(c(-c4ccccc4)n2)CCCC3)CC1	11	22%	-13%	-5%	7	-1%	-6%	-29%	i
COc1ccc(CNC(=O)COC(=O)c2n[nH]c3ccccc23)cc1	0	.	-13%	-9%	9	0%	6%	-8%	i
C=C(C)c1cccc(C(C)(C)NC(=O)NCC2CCCO2)c1 (stereo unspecified)	9	-12%	-12%	5%	6	-3%	18%	-17%	i	Spn PMK inh pilot replicates=0.0;Spn MK inh pilot replicates=2.5;DPM-DC inhibit pilot screen %=0.0
COC(=O)c1sccc1NC(=O)c1csc(C)c1	1	-18%	-15%	1%	15	-2%	21%	-17%	i	Spn PMK inh pilot replicates=2.0;Spn MK inh pilot replicates=0.0;DPM-DC inhibit pilot screen %=0.5
CCOC(=O)c1ccc(NC(=O)CSc2nnc(-c3cccs3)n2C)cc1	5	5%	-7%	-1%	3	4%	7%	-9%	i
[O-][n+]1c2ccc3nonc3c2nn1-c1ccccc1Cl	14	.	-6%	2%	4	-2%	9%	-11%	i	Spn PMK inh pilot replicates=6.5;Spn MK inh pilot replicates=5.5;DPM-DC inhibit pilot screen %=12
Cc1ccc(C)c2[nH]c(=O)c(CN(Cc3nnnn3C3CCCCC3)CC3CCCO3)cc12 (stereo unspecified)	10	4%	22%	4%	8	-5%	6%	8%	i
Cc1ccc(C(=O)Nc2nc3c(s2)CCCC3)o1	8	.	-1%	.	5	10%	7%	6%	i	Spn PMK inh pilot replicates=0.0;Spn MK inh pilot replicates=1.0;DPM-DC inhibit pilot screen %=0.5
O=C(Nc1ccc2nc3n(c(=O)c2c1)CCCCC3)c1ccccn1	15	-5%	-1%	-10%	9	-2%	7%	2%	i
O=C(Cc1cn2ccsc2n1)NCCc1ccc(F)cc1	18	-3%	-5%	0%	0	6%	-2%	-7%	i

In the list so far, these contain bromine:
SMILES	Spn PMK inh	LYP phosphatase	KRASV12 cytotoxicity	HT1080 cytotoxicity	Spn MK inh	Bfl-1 inhibitors	TNAP inhibition	HPDE-C7 viability	DPM-DC inhibit	others
N#CCCn1cc(C(CC(=O)c2ccc(Br)cc2)C(=O)O)c2ccccc21 (stereo unspecified)	0	-2%	4%	-6%	0	1%	3%	-21%	i
COc1ccc(C2CC(c3ccc(Br)cc3)Nc3nc(N)nn32)cc1 (stereo unspecified)	4	4%	-8%	-4%	12	-3%	6%	3%	i
